Assay outcomes (PubChem)
ELG1 DNA repair = qHTS screen for small molecules that inhibit ELG1-dependent DNA repair in human embryonic kidney (HEK293T) cells expressing luciferase-tagged ELG1 | HEK293T ELG1-luciferase reporter, luminescence, 16 h; DNA damage induced by 5-fluorouridine | Potency, µM (series often up to 46.1 µM), for inactives: at the highest dose activity change, negative = inhibition, actives largely listed as inhibitors | 2.3% of 330,000 active; note: potency is the fitted concentration of half-maximal effect; % is set by controls: 0 for no effect and ±100 for the full control effect; nearly all actives have a fitted effect of over 55% in size
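Quantitative HTS, concentration-response format. 2,000 cells/well co-treated with 5-fluorouridine and compound, 16 hr in 5% CO2 at 37 °C; ONE-Glo luminescence read after 30 min.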
Eya2 phos inh = qHTS Assay for Inhibitors of the Phosphatase Activity of Eya2; Potency, µM (highest dose often 76.9 µM), inactives show at the top dose activity, negative = inhibition, most hits filed as inhibitors; 0.006% of 330,000 active; recombinant Eya2, OMFP fluorescence dephosphorylation (OMFP is methylfluorescein phosphate); AID 488837, 2010; Protein phosphatase EYA2 (Homo sapiens), O00167; note: potency is the fitted concentration of half-maximal effect; % is set by controls: 0 for no effect and ±100 for the full control effect
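Eya2 (0.2 uM) preincubated 10 min at ambient with compound, then OMFP substrate added at 50 uM; 10 min reaction in 50 mM HEPES pH 7.5, 50 mM NaCl, 5 uM MgCl2, 0.05% BSA, 1 mM DTT. Fluorescence read at Ex 485/Em 525 nm.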
Tb PFK block = qHTS Assay to Find Inhibitors of T. brucei phosphofructokinase; ATP-dependent 6-phosphofructokinase (Trypanosoma brucei brucei), O15648; T. brucei PFK, ADP-Glo luminescence; Potency, µM (top dose mostly 57.5 µM), inactives show top-dose activity, negative = inhibition, most hits filed as inhibitors; 0.17% of 330,000 active;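 note: potency is the fitted concentration of half-maximal effect; 0% = uninhibited 1x PFK enzyme wells and -100% = no-enzyme wells; nearly all actives have a fitted effect of over 60% in size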
Target sequence (O15648 whole entry, looked up): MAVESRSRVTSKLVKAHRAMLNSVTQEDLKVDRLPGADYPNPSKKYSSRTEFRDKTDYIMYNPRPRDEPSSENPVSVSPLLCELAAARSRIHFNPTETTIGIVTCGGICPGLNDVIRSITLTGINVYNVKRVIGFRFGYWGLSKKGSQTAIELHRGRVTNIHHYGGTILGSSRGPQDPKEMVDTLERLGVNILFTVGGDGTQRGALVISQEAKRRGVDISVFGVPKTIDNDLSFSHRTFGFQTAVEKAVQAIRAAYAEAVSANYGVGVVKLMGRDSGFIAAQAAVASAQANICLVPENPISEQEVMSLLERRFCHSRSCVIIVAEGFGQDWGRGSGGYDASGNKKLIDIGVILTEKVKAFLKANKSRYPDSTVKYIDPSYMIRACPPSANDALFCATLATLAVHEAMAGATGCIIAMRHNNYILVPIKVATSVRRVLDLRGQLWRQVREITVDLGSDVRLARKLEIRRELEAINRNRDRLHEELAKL
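Compounds were pin-transferred as a titration series up to 57 uM into substrate buffer (0.5 mM F6P, 0.1 mM ATP, pH 8.0), then 1.25 nM PFK was added and reactions ran 45 min before ADP-Glo detection.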
a7 integrin act = qHTS for Activators of Integrin-Mediated Alleviation for Muscular Dystrophy | 0.064% of 350,000 active | alpha7betagal myoblasts, beta-gal FDG fluorescence, 48 h | Potency, µM (series often up to 38.3 µM), for inactives: at the top dose activation, actives largely listed as activators;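 note: potency is the fitted concentration of half-maximal effect; 100% = response of the positive control SU9516; nearly all actives have a fitted effect of over 60% in size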
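Alpha7betagal+/- myoblasts (passage 13) were plated 16-24 hr, then exposed to compounds (1:260 dilution of DMSO stock) for 48 hours at 37C. After MPER lysis, β-galactosidase reporter activity was read as FDG fluorescence (ex 480/em 540) after 30 minutes.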
Chronic BCR inh = qHTS Assay to Find Inhibitors of Chronic Active B-Cell Receptor Signaling. ABC-DLBCL IkBa-CBG/CBR reporter, luminescence ratio, 4 h. Potency, µM (series often up to 46.1 µM), for the others: at the top dose ratio change, negative = lower green/red ratio, most hits filed as inhibitors. 0.05% of 340,000 active; active = well fitted inhibition curve with a large enough effect in the signal ratio, with a control signal flat, not every such curve was filed as active; inconclusive = small, poorly fitted or top-dose-only effect, or effect the other way, or a change in a side signal; the % refers to the signal ratio;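 note: potency is the fitted concentration of half-maximal effect; plate controls were basal doxycycline-induced cells for no effect and cells given 10 µM MG132 for full effect; MG132 reads +100%, hits lower the ratio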
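TMD8 human ABC-DLBCL cells with doxycycline-inducible IκBα–green luciferase fusion and unfused red luciferase, in 0.5% FBS medium; compounds up to 46 uM, 4 h at 37C. Green/red luminescence ratio, filter-overlap corrected, fitted to concentration-response curves.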
S-ASM inh = Inhibitors of Secretory Acid Sphingomyelinase (S-ASM): qHTS; 0.006% of 340,000 active; AID 504937, 2011; Potency, µM (doses to about 57.5 µM), inactives show at the top dose activity change, negative = inhibition, hits mostly inhibitors; Sphingomyelin phosphodiesterase (Homo sapiens), P17405; placental ASM, HMU-PC fluorogenic substrate, 60 min; note: potency is the fitted concentration of half-maximal effect
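Human placenta-derived ASM preincubated with compound 10 min at room temperature, then reacted with 9 uM (final) fluorogenic HMU-PC substrate for 60 min at 37 C. Stop solution raises pH to 10; fluorescence read at Ex 386/Em 447 nm.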
TCR activator = Activators of T cell receptors: qHTS campaign. 330,000 tested, under 10 active. Potency, µM (highest dose often 9.22 µM), for inactives: top-dose activation of IL-2 secretion, usual class: activators. AID 504894, 2011. primary human leukocytes, anti-CD3, IL-2 HTRF, 48 h; note: % of control where 0% means no effect
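Primary human leukocytes incubated 48 hr with anti-CD3 beads plus compound, without co-stimulation. Secreted IL-2 measured by HTRF (europium cryptate/d2 anti-IL-2 pair, 320 nm excitation, 665 nm emission).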
TSHR antagonist = Antagonists of the Thyroid Stimulating Hormone Receptor: HTS campaign; TSHR-expressing cells, TSH-stimulated cAMP HTRF, 2 h; active compounds read low; activity change, negative = inhibition, % at 11.5 µM; 0.2% of 330,000 active;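 active = activity change below a set negative limit, meaning inhibition stronger than a set level, cut at about -70% in these data; inconclusive = activity change between two set negative limits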; note: % is set by controls: 0 for no effect and ±100 for the full control effect
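TSHR-expressing cells, 200/well, pre-treated with compound, then stimulated with EC80 TSH (4nM final) for 2 hours at 37 deg C. cAMP measured by competitive HTRF: anti-cAMP cryptate antibody in lysis buffer plus cAMP-d2, read after 30 minutes at room temperature.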
Mito fusion act = qHTS Assay for Small Molecule Inhibitors of Mitochondrial Division or Activators of Mitochondrial Fusion; S. cerevisiae fusion-defective mutant growth rescue, CellTiterGlo 48 h; Potency, µM (series often up to 46.1 µM), for inactives: at the top dose growth rescue (activation), hits mostly activators; 0.23% of 320,000 active;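 note: potency is the fitted concentration of half-maximal effect; % of control where 0% means no effect; nearly all actives have a fitted effect of over 45% in size; temperature-sensitive fusion mutants such as fzo1-1 at 37 °C on non-fermentable ethanol glycerol medium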
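Yeast fusion mutant, YPEG (non-fermentable carbon), compound, 48 h at 37C non-permissive; CellTiterGlo added, 10 min RT, luminescence read. Rescued growth = division inhibition.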
PTAP TSG101 blk = qHTS Assay for Iinhibitors of HIV-1 Budding by Blocking the Interaction of PTAP/TSG101; Tumor susceptibility gene 101 protein (Homo sapiens), Q99816; Fluorescence polarization, FITC-PTAP peptide / Tsg101 binding; Potency, µM (top dose mostly 115 µM), for inactives: top-dose activity change, negative = inhibition, actives largely listed as inhibitors; 340,000 tested, under 10 active; AID 493005, 2010; active = well fitted inhibition curve with a large enough effect in the main read-out, with a control signal flat, not every such curve was filed as active; inconclusive = small, poorly fitted or top-dose-only effect, or effect the other way, or a change in a side signal; inactive = no such curve, though single readings can be large or run the other way; note: potency is the fitted concentration of half-maximal effect; % of control where 0% means no effect
Target sequence (Q99816 whole entry, looked up): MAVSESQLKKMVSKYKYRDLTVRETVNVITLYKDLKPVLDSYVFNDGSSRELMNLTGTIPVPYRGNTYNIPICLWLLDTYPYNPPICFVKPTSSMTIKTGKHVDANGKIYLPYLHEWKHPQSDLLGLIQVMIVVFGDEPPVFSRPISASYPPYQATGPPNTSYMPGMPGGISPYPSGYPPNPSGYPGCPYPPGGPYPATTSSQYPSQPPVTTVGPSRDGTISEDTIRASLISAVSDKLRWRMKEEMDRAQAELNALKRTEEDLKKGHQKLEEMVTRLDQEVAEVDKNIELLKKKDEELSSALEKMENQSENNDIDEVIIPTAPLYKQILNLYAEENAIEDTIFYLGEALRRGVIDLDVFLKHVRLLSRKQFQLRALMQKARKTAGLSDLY
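Tsg101 binding domain (10 uM final) was mixed with compound and a FITC-labeled PTAP peptide (50 nM final) in HEPES pH 7.5 buffer with NaCl, Tween 20, EDTA and TCEP; fluorescence polarization was read after 20 min at r.t.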
A-T KAP1 phos = qHTS Assay for Identifying a Potential Treatment of Ataxia-Telangiectasia. […] A-T fibroblasts, KAP-1 phosphorylation AlphaLISA; neocarzinostatin DNA damage 30 min before lysis. Potency, µM (top dose mostly 57.5 µM), inactives show at the top dose activation, actives largely listed as activators. 0.19% of 320,000 active. AID 485349, 2010; note: potency is the fitted concentration of half-maximal effect; % of control where 0% means no effect; nearly all actives have a fitted effect of over 45% in size
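ATM-like activity read as KAP-1 phosphorylation via AlphaLISA donor/acceptor antibody pairs after lysis and 6 hr at 25C. Cells were ATM-null patient fibroblasts ([…], hTERT), dosed 60 min, then exposed to the DSB inducer NCS for 30 min.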
Active calls of the source: *; u = inconclusive; x = no result given; [ ] = another dose, or the depositor's remark. Unless noted, calls come from the whole dose curve; as a rule, active = well fitted curve in the direction sought with a large enough effect; inconclusive = small, poorly fitted or top-dose-only effect, or another doubt; inactive = no such curve, though single readings can be large; an effect the other way counts as inactive or inconclusive.

SMILES	ELG1 DNA repair	Eya2 phos inh	Tb PFK block	a7 integrin act	Chronic BCR inh	S-ASM inh	TCR activator	TSHR antagonist	Mito fusion act	PTAP TSG101 blk	A-T KAP1 phos
N#C/C(=C/c1ccc(-c2ccccc2[N+](=O)[O-])o1)C(=O)NCCN1CCCCC1	u	1.9%	0.3%	-37.5%	-6.8%	-3.7%	4.2%	2.9	-1.9%	-1.9%	-34.6%
Cc1ccc(C2OC3=C(C(=O)CC(C)(C)C3)C(N)=C2C#N)o1 (stereo not drawn)	-12.5%	10.0%	26.7%	3.5%	2.1%	-2.5%	3.1%	-12.1	-8.2%	-0.3%	3.1%
Cc1cc(NC(=O)COC(=O)CNC(=O)c2cccs2)c([N+](=O)[O-])cc1C	3.6%	-22.1%	4.8%	2.4%	3.0%	-3.1%	0.4%	-0.8	-3.1%	4.1%	5.9%
CCC(C)c1ccccc1N=Cc1ccc2c(c1)OCO2 (stereo not drawn)	-0.1%	7.8%	0.6%	19.4%	3.3%	-1.2%	0.0%	4.2	-1.7%	-0.8%	1.3%
COc1ccc(C)cc1S(=O)(=O)N1CCN(c2cccc(C(F)(F)F)c2)CC1	-24.5%	2.4%	0.1%	0.2%	u	-4.2%	-3.4%	-8.9	11.3%	-2.3%	-2.7%
O=C(OCC#CCSc1nnc(-c2ccccc2)o1)c1cc2ccccc2o1	u	-12.8%	-2.1%	-28.4%	-10.6%	-1.2%	-8.7%	12.0	-0.3%	-1.8%	4.3%
N#Cc1nc(-c2ccc(F)cc2)oc1N1CCCC1	20.7%	9.8%	1.8%	-1.0%	12.2%	3.3%	7.1%	-13.3	0.3%	-2.4%	0.6%
COc1cccc(CC(=O)OCC(=O)NCC(=O)Nc2cccc(C)c2C)c1	13.9%	-15.6%	-1.1%	18.8%	u	x	7.4%	1.5	-16.7%	0.1%	5.4%
COc1ccc(-c2cc(C(=O)Nc3c(C)n(C)n(-c4ccccc4)c3=O)c3ccccc3n2)cc1	16.4µM*	-6.4%	-1.5%	u	-8.8%	6.8%	3.2%	-6.6	-4.9%	0.0%	-1.9%
CCOC(=O)C1=NN(c2ccccc2)C(c2ccccc2)CC1=O (stereo not drawn)	1.4%	3.7%	-4.0%	3.4%	-17.3%	-6.3%	4.8%[46.1 µM]	-20.6	2.1%	-4.3%	x
O=C(NC1=NCCS1)c1ccccc1OCc1ccc(F)cc1	-6.7%	-4.9%	-0.5%	-4.9%	2.5%	4.7%	3.7%	-22.0	-4.5%	-1.0%	0.0%
CCOc1ccc(N(C(C)=O)C2C=CS(=O)(=O)C2)cc1 (stereo not drawn)	9.6%	7.8%	-5.7%	19.1%	0.7%	3.7%	-2.9%	4.2	1.9%	-3.0%	-2.6%
CCOc1ccc(NS(=O)(=O)c2ccc(OCC(=O)N3CCCC3)cc2)cc1	3.7%	-9.8%	-0.3%	0.0%	10.9%	4.2%	-8.6%	-8.5	-6.2%	-1.6%	-7.1%
CCOc1cccc2cc(C(=O)NCc3ccccc3Cl)c(=O)oc12	17.0%	4.9%	-0.6%	-27.8%	7.2%	16.9%	-4.9%	31.0	-1.3%	-0.7%	11.1%
CS(=O)(=O)Nc1nc2n(n1)C(c1ccccc1)CC(c1ccccc1)N2 (stereo not drawn)	21.1%	4.8%	-3.6%	-9.3%	-1.4%	2.1%	-4.1%	-0.7	1.6%	-1.1%	3.0%
CC(C)CC(NC(N)=O)C(=O)NCCc1ccc(Cl)cc1 (stereo not drawn)	-9.6%	10.8%	-1.6%	0.0%	4.9%	17.6%	0.6%	4.7	-0.2%	-2.9%	0.3%
CCN(Cc1ccccc1)C(c1cc2cc(C)cc(C)c2[nH]c1=O)c1nnnn1CCOC (stereo not drawn)	-16.6%	7.6%	-3.8%	13.9%	3.6%	4.1%	-0.5%	-10.0	-1.0%	-0.4%	12.8%
CCOC(=O)c1[nH]c(C)c(C(=O)Nc2ccc3c(c2)CCC3)c1C	25.8%	13.7%	-5.5%	-24.2%	u	-1.4%	6.8%	-22.7	-5.1%	1.0%	6.3%
C=CCn1c(SCc2ccc(Cl)c(Cl)c2)nnc1C(CO)NC(=O)c1ccc(OC)cc1 (stereo not drawn)	-1.7%	-5.4%	u	10.4%	u	-2.7%	-7.9%[46.1 µM]	37.3	-0.9%	-4.9%	-8.3%
Cc1ccc2c(Cl)cc(Cl)c(OCC(=O)Nc3ccc(C)c(S(=O)(=O)N(C)C)c3)c2n1	-12.2%	5.1%	-3.9%	x	u	x	-1.3%[46.1 µM]	4.1	-5.5%	x	2.1%
Cc1ccc(SCCC(=O)N/N=C/c2ccncc2)cc1	14.6%	-1.5%	1.9%	10.4%	u	-2.2%	-2.2%	10.5	14.4%	-3.0%	7.7%
Cc1ccc(NC(=O)C2CCCN(S(=O)(=O)c3cnc[nH]3)C2)c(Br)c1 (stereo not drawn)	6.8%	15.1%	-0.6%	24.5%	-20.6%	-5.2%	1.3%	4.5	-4.0%	-12.1%	16.3%
COCCN(CC(=O)Nc1cccc(C)c1C)C(=O)c1cc2ccccc2cc1OC	4.6%	27.1%	-4.2%	15.5%	-1.3%	2.7%	1.2%	-9.2	-2.9%	-5.0%	10.1%
CCCCNC(=O)Nc1cc(C(=O)OC)ccc1Cl	-10.9%	-8.2%	1.7%	19.2%	u	0.6%	-4.5%	0.8	-4.0%	1.1%	1.8%
COC(=O)c1c(C)[nH]c(C(=O)OCc2csc(CC(=O)Nc3ccccc3C)n2)c1C	8.2µM*	-13.3%	0.5%	-36.7%	u	-0.8%	-0.6%[46.1 µM]	-0.7	x	1.4%	17.3%
Later entries
SMILES	ELG1 DNA repair	Eya2 phos inh	Tb PFK block	a7 integrin act	Chronic BCR inh	S-ASM inh	TCR activator	TSHR antagonist	Mito fusion act	PTAP TSG101 blk	A-T KAP1 phos
C=C(C)COc1ccc(-c2ncncc2-c2ccccc2)c(O)c1	11.8%	3.4%	2.0%	16.2%	7.2%	-6.5%	8.2%	-3.8	u	-10.3%	-2.9%
CN(C)c1nc(N(C)C)nc(N2CC(=O)N(c3ccccc3)C2=N)n1	7.4%	-12.8%	3.0%	-9.7%	3.3%	4.5%	6.9%	3.9	1.8%	-3.7%	-1.7%
O=[N+]([O-])c1ccc(O)c(/C=N/Nc2nc3ccccc3[nH]2)c1	u	-2.7%	1.6%	-2.5%	u	-11.6%	-1.9%[46.1 µM]	-20.0	-3.2%	-6.8%	4.2%
CCC(=O)Nc1ccc(S(=O)(=O)Nc2c(NC)c3ccccc3oc2=O)cc1	-11.8%	-0.9%	4.8%	-7.5%	-2.0%	7.7%	2.3%	7.5	-8.8%	-1.2%	-4.9%
O=C(COc1ccccc1)Nc1nnc(S(=O)(=O)N2CCCCCC2)s1	-2.5%	4.4%	-2.5%	16.1%	-4.0%	-4.0%	9.3%	-11.7	2.5%	0.6%	9.1%
O=[N+]([O-])c1cc(C(F)(F)F)cc([N+](=O)[O-])c1NCCCN1CCOCC1	-5.8%	-4.6%	-0.1%	10.0%	-1.8%	-6.4%	-0.5%	-0.9	-5.1%	-1.4%	1.3%
O=c1[nH]nc2n1CCCCC2	1.3%	11.2%	-2.6%	1.7%	2.2%	0.1%	-1.5%	-0.9	0.8%	-1.9%	4.2%
COc1ccc(CCNC(=O)COC(=O)CCC(=O)c2ccc(F)cc2)cc1OC	3.9%	10.1%	2.2%	-4.9%	-0.8%	0.1%	1.3%	7.1	-4.4%	0.3%	-3.1%
c1ccc(SCCN2CCc3ccccc3C2)cc1	u	-4.7%	-3.5%	-10.6%	u	-5.1%	-7.3%	8.0	-0.5%	-0.3%	5.4%
